DDE Tn7 FP inh = inhibitors of Tn7 peptide binding to fibrin DD(E), primary screen, biochemical, fluorescence polarization, human fibrin, Tn7 probe; 0.13% of 370,000 active; inhibition, % at 8.3 µM; Fibrinogen beta chain (Homo sapiens), P02675; FP displacement of FITC-Tn7 peptide from fibrin DD(E); 0% = median of compound wells per plate;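 active = inhibition above the mean of compounds falling within the control limits plus 3 SD of them, cut at about 14% in these data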;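 also: 0% = plate median of compound wells and 100% = 10 µM Aha-Tn7 peptide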
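system = human fibrin DD(E) protein | quantity = DD(E) 2 µM final | medium = Tris/NaCl/CaCl2 buffer, pH 7.8 | also added = labelled Tn7 tracer, 0.1 µM | compound dosing = single point at 8.3 µM | timing = compound with protein 10 min, then 3 h after probe, room temperature | signal = FP measurement | benchmarks = Aha-Tn7 high control | repeats = one replicate per compound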
ADAM17 inh = ADAM17 inhibitors, primary screen, biochemical, QFRET | recombinant ADAM17, EDANS/DABCYL FRET peptide cleavage | AID 720648, 2013 | inhibition, % at 6.95 µM | 0.83% of 370,000 active;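 active = inhibition above the mean of compounds lying between control limits plus 3 SD, set per campaign, cut at about 8.5% in these data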;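 also: 0% = DMSO-only wells as the low control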
ARFGAP1 inhibitor = inhibitors of rat ARFGAP1 GAP activity, primary screen, biochemical, fluorescence polarization, GDP tracer. ADP-ribosylation factor GTPase-activating protein 1 (Rattus norvegicus), Q62848. Arfgap1-stimulated ARF1 GTP hydrolysis, GDP FP detection. inhibition, % at 16.5 µM. 0.26% of 360,000 active. AID 651572, 2012;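 active = inhibition above a per-plate limit, mean inhibition of low control wells plus 3 SD, cut at about 25% in these data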;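 also: 0% = DMSO wells with enzyme and 100% = wells lacking Arfgap1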
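Assay system: Rat Arfgap1 GAP domain (His6, aa 1-136), purified enzyme | Buffer or medium: HEPES 25 mM pH 7.5, NaCl 150 mM, MgCl2, DTT | Schedule: GTP hydrolysis reaction 2 h at 25 °C | Signal: FP of antibody-bound GDP Alexa 633 tracer, ex 620/em 688 nm | Measure: Percent inhibition of Arfgap1-stimulated GTP hydrolysis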
UHRF1 binding = UHRF1 methylated DNA binding inhibitors, primary screen, counter-screen for MBD2 inhibitor project, biochemical, TR-FRET, human UHRF1, single concentration; E3 ubiquitin-protein ligase UHRF1 (Homo sapiens), Q96T88; UHRF1 binding to methylated oligo; inhibition, % at 4.4 µM; 0.75% of 370,000 active; AID 687016, 2013; in the data active = inhibition above about 21%;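 also: UHRF1 SRA domain binding a hemimethylated CpG hairpin DNA probe; 0% = median of test compound wells and 100% = reference inhibitor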
Target sequence (Q96T88 whole entry, looked up, the tested form may be a part): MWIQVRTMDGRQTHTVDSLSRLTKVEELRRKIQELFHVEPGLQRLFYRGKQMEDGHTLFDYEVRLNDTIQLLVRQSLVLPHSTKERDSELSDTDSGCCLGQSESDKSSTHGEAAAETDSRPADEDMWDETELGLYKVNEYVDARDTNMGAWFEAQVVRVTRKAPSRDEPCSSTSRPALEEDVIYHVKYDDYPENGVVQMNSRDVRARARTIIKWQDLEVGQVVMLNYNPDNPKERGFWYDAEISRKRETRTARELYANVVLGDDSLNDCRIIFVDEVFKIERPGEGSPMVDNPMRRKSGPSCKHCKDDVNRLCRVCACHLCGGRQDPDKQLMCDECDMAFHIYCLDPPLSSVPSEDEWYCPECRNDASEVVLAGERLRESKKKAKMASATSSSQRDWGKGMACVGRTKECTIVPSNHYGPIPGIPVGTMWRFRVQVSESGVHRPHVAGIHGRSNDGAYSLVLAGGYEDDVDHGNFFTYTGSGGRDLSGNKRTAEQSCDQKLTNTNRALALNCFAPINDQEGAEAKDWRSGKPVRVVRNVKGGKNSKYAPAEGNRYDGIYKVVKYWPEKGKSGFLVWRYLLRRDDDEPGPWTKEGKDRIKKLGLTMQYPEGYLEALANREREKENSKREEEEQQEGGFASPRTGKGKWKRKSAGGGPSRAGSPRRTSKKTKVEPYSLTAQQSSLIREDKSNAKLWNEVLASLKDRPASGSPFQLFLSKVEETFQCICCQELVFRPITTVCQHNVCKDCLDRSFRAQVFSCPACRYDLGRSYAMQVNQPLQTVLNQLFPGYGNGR
PLC-gamma1 inh = PLC-gamma1 enzyme inhibitors, primary screen, biochemical, fluorescence, purified enzyme; 1-phosphatidylinositol 4,5-bisphosphate phosphodiesterase gamma-1 (Homo sapiens), P19174; fluorogenic substrate; inhibition, % at 12.2 µM; 0.84% of 370,000 active; AID 720700, 2013; in the data active = inhibition above about 9.5%
MBD2 DNA inh = inhibitors of MBD2 binding to methylated DNA, primary screen, biochemical, TR-FRET, DNA-binding domain, human | Methyl-CpG-binding domain protein 2 (Homo sapiens), Q9UBB5 | MBD2 binding to methylated oligonucleotide | inhibition, % at 4.4 µM | 0.31% of 370,000 active | AID 686964, 2013; in the data active = inhibition above about 13%
proKLK7 act = proKLK7 zymogen activators, primary screen, biochemical, fluorescence intensity; purified proKLK7, EDANS-DABCYL substrate fluorescence; 100% is mature enzyme control, 0% vehicle; AID 652039, 2013; Kallikrein-7 (Homo sapiens), P49862; 0.9% of 370,000 active; activation, % at 7 µM;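 active = activation above the mean of all tested compounds plus 3 SD, computed per campaign excluding outliers beyond control limits, cut at about 13% in these data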
Target sequence (P49862 whole entry, looked up): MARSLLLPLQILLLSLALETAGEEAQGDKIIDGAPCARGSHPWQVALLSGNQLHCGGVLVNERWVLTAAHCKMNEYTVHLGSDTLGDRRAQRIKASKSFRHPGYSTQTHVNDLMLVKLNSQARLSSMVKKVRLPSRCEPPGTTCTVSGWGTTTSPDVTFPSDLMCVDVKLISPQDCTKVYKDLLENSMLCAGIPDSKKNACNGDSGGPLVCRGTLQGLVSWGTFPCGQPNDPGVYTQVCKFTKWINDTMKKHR
PLC-beta3 inh = human PLC-beta3 inhibitors, primary screen, biochemical, fluorescence | 1-phosphatidylinositol 4,5-bisphosphate phosphodiesterase beta-3 (Homo sapiens), Q01970 | Purified PLC-beta3, fluorogenic substrate | inhibition, % at 12.2 µM | 0.18% of 370,000 active | AID 720704, 2013; in the data active = inhibition above about 11%;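 also: 0% = median of compound wells on plate and 100% = full blocker control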
ASAP1 GAP inh = inhibitors of human ASAP1 ArfGAP activity, primary screen, biochemical, fluorescence polarization; ASAP1-stimulated ARF1 GTP hydrolysis, GDP FP detection; 0.19% of 360,000 active; inhibition, % at 16.5 µM; Arf-GAP with SH3 domain, ANK repeat and PH domain-containing protein 1 (Homo sapiens), …; in the data active = inhibition above about 25%;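 also: 0% = vehicle with enzyme and substrate and 100% = no enzyme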
DDE Tn6 FP inh = inhibitors of Tn6 peptide binding to fibrin DD(E), primary screen, biochemical, fluorescence polarization, human fibrin, Tn6 probe; Fibrinogen beta chain (Homo sapiens), P02675; Fibrin DD(E) TRITC-Tn6 fluorescence polarization displacement; inhibition, % at 8.3 µM; 0.21% of 370,000 active; AID 720509, 2013;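 active = inhibition above a per-campaign cutoff: mean of compounds within control limits plus 3 SD, cut at about 15% in these data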;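 also: 0% = median of all compound wells on the plate and 100% = blocking peptide control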
* = called active by the depositor; i = inactive; . = not tested or not shown.

SMILES	DDE Tn7 FP inh	ADAM17 inh	ARFGAP1 inhibitor	UHRF1 binding	PLC-gamma1 inh	MBD2 DNA inh	proKLK7 act	PLC-beta3 inh	ASAP1 GAP inh	DDE Tn6 FP inh
COc1ccc(/C(C)=N/NC(=O)c2ccc(CSc3cccc4cccnc34)cc2)cc1OC	-3	-79	5	-4	-105	-1	4.6	-135	1	-2
CCOC(=O)C(C)n1cnc2c(cnn2-c2ccc(Cl)cc2)c1=O (configuration not stated)	9	-1	0	0	0	-2	-0.4	2	-2	-1
NC(=O)C1CCN(CCCNC2CC(=O)N(Cc3ccc(N4CCCC4=O)cc3)C2=O)CC1 (configuration not stated)	2	-2	11	0	0	0	0.4	-2	16	1
O=C1CCc2cc(S(=O)(=O)NC3CCCCC3)cc3c2N1CC3	13	-1	2	4	4	6	0.2	3	-6	-6
N=c1sccn1CC(=O)Nc1ccccc1Sc1ccccc1	2	-3	-3	0	2	2	-0.1	-1	8	-1
Fc1ccc(CNc2ccn3nc(-c4ccccc4)cc3n2)cc1	6	-32	4	-1	-59	-3	-1.1	-86	4	-4
COC(=O)[C@]1(Cc2ccccc2)N[C@H](CN(C)S(=O)(=O)c2ccc(OC(F)(F)F)cc2)[C@@H]2C(=O)N(Cc3ccccc3)C(=O)[C@@H]21	5	0	7	2	0	-2	0.0	-3	5	-1
O=C(N/N=C/c1ccc2ncccc2c1)c1ccco1	-4	4	2	0	2	-5	-0.3	5	4	-9
Cc1cc(OC(=O)c2cccc(Cl)c2)c([N+](=O)[O-])c(=O)[nH]1	-1	-2	2	7	0	0	0.5	-2	-24	5
O=C1N(Cc2cccc(Cl)c2)C[C@@H]2C[C@@H](c3ccc4nonc4c3)N3CCC[C@@]123	8	-5	-2	2	-5	0	0.8	-7	-3	-8
COc1ccc(OC)c2c(C)cc(N3CCN(C(=O)c4ccc(Cl)cc4)CC3)nc12	-2	-32	-3	-3	-116	-1	-1.7	-151	7	4
COc1ccc(CNC(=O)CCN2C(=S)NC(C)(C)CC2C)cc1 (configuration not stated)	-4	4	3	2	7	-1	0.3	-3	-2	3
CCCC(=Nc1ccccc1)C1=C(O)C(C(=O)OC)C(C)(C)CC1=O (configuration not stated)	4	-1	2	-1	0	-2	-0.6	-1	6	3
CCOC(=O)c1cc(NC(=O)CNCC(c2ccccc2)N(C)C)cc(C(=O)OCC)c1 (configuration not stated)	0	-3	-6	3	2	-1	0.1	-3	-8	-8
CC(C)OC(=O)c1ccc(COC(=O)c2cnccn2)cc1	1	-4	16	3	-2	8	0.5	0	9	4
COc1ccc(CCn2c(N)c(S(=O)(=O)c3cccs3)c3nc4ccccc4nc32)cc1OC	-11	-16	2	-1	-32	-1	-0.2	-41	20	3
CCC(C)[C@H](NC(=O)[C@@H]1Cc2ccccc2CN1)C(=O)NCc1ccc(OC)cc1 (some centres not stated)	5	0	11	-1	4	2	-0.2	6	5	-2
CCN(CC(=O)Nc1ccc2c(c1)OCCO2)Cc1cc(=O)n2ccsc2n1	-3	-7	-2	2	-1	3	-0.3	-10	-1	-8
Clc1cccc(CNc2ccn3nc(-c4cccs4)cc3n2)c1	8	-28	12	3	-48	-5	-2.9	-75	5	3
O=C(CSc1nc(O)cc(=O)[nH]1)N1c2ccccc2CCc2ccccc21	-1	-3	3	0	-2	2	0.2	-8	-5	8
CCOC(=O)c1nnsc1C(OC)Oc1ccccc1 (configuration not stated)	-4	-2	-10	1	-4	-4	0.0	2	-5	7
CCCN(CC(=O)Nc1ccc(Cl)cc1Cl)C(=O)CC(NC(C)=O)c1ccccc1 (configuration not stated)	0	-1	-4	-2	0	2	0.1	-4	0	9
COCCSc1ccccc1C(=O)N1CCN(Cc2ccc3c(c2)OCO3)CC1	3	-7	-4	1	3	3	-0.7	-1	5	9
COc1ccc(-c2ccc3c(c2)c(C#Cc2ccsc2)c(-c2cc(OC)cc(OC)c2)n3C)cc1	-2	-14	4	-3	-41	3	0.6	-54	4	-4
O=C1NC(Cc2c[nH]c3ccccc23)C(=O)N1CCOc1ccc(F)cc1 (configuration not stated)	0	3	-5	0	1	0	-0.7	7	-19	-7
CC(C)(C)C(=O)CSc1nc2ncc(Br)cc2[nH]1	1	-3	4	-2	1	1	1.0	-3	-4	-5
Nc1ccc(Oc2cc(N)cc(Oc3ccccc3)c2)cc1	-2	-3	8	0	5	7	0.3	-3	7	2
Cc1cc(N2CCCC2=O)cc(C)c1S(=O)(=O)NCCOc1ccc(C(C)(C)C)cc1	2	11*	5	7	1	8	-0.7	2	9	-6
O=C(CN1CCCCC1)N1N=C(c2cccs2)CC1c1cccs1 (configuration not stated)	-7	-5	10	2	-6	2	0.0	-8	10	-2
c1ccc(-c2nc(-c3cccnc3)n[nH]2)cc1	6	0	-3	-1	0	3	-0.1	3	1	11
OCC1CCCCN1C(=S)NCc1ccco1 (configuration not stated)	1	1	-6	2	-1	1	0.2	-8	-4	-1
Cc1ccc(NC(=O)CN(C)C(=O)CCCN2C(=O)c3ccccc3C2=O)cc1	1	-7	23	5	4	4	0.4	1	2	-6
CCOC(=O)N1CCN(C(=O)CSc2nnc(COc3ccc(Cl)cc3)o2)CC1	-2	1	-5	-2	2	-6	0.1	2	9	-3
COc1cccc(NC(=O)COC(=O)C2=NN(c3ccccc3)C(=O)CC2)c1	9	-4	2	-1	-4	1	0.0	0	-10	3
O=C(Nc1ccc(F)cc1F)N1CCN(C(=O)c2ccco2)CC1	-2	0	-2	-2	1	4	0.6	-10	-14	-1
CC(C)(C)C(=O)Nc1ccccc1C(=O)Nc1cc(Cl)ccc1Cl	5	2	-5	1	-15	2	-0.9	-19	-10	12
CCOC(=O)C1=NNC2(c3ccc(C)cc3)C(=O)N(c3ccc(Cl)cc3)C(=O)C12 (configuration not stated)	6	0	9	3	1	3	-0.4	-1	4	3
COCC#Cc1ccc2c(c1)O[C@@H](CN(C)S(=O)(=O)c1cccc(F)c1)[C@@H](C)CN([C@H](C)CO)S2(=O)=O	7	0	8	-2	-2	5	1.2	1	-9	2
COc1ccccc1CCNC(=O)CC1C(=O)NCCN1CCCc1ccccc1 (configuration not stated)	8	-2	5	0	-6	-5	-0.1	-22	-2	3
COc1ccc2oc(=O)c(-c3nnc(N)s3)cc2c1	-8	-174	8	-15	i	-6	-37	i	4	-3
C=C1C(=O)[C@]23C[C@H]1CC[C@H]2[C@]1(C)CCC[C@@](C)(C(=O)OC)[C@H]1C[C@@H]3O	7	-2	.	-2	-1	3	-0.9	-1	.	-3
Cc1ccc(NS(=O)(=O)c2ccccc2)c(NS(=O)(=O)c2ccccc2)c1	3	2	-4	-4	-5	0	-0.5	0	2	-6
O=C(NCc1ccco1)C(c1ccco1)N(C(=O)Cn1nnc2ccccc21)c1ccc2c(c1)CCC2 (configuration not stated)	2	0	-9	15	-1	2	0.2	2	3	5
Cc1cccc(N2O[C@H]3C=C[C@@H]2C3)n1	-9	-6	7	-2	-18	-9	0.7	-26	4	1
O=C(CSc1ccc(-c2ccccn2)nn1)N1CCc2ccccc21	6	-2	-10	-3	-1	-6	0.6	3	12	-5
CCN(CC(=O)NNC(=O)c1ccccc1)Cc1ccc(OC)c(F)c1	3	-2	-7	-3	-1	1	0.0	-2	-11	2
Cc1ccccc1C(=O)N/N=C/c1ccccn1	-4	0	9	-2	3	3	-0.1	3	6	-3
Cc1ccc(S(=O)(=O)Nc2ccc(S(=O)(=O)Nc3ncccn3)cc2)cc1	3	-1	9	2	3	2	-0.9	2	-2	-4
O=C(COc1cccnc1[N+](=O)[O-])Nc1ccc(Cl)c(S(=O)(=O)N2CCOCC2)c1	4	-4	5	3	4	5	0.2	-13	11	-13
CCCCN(C(=O)CCn1c(=O)oc2ccccc21)c1ccccc1	0	-5	13	4	1	1	-0.2	-6	-20	0
O=C(N/N=C\c1ccccc1)c1sccc1-n1cccc1	-3	-4	5	2	-3	0	0.0	-6	-4	5
CC1CN(C(=O)CCC(=O)NCCCN2CCN(Cc3ccccc3)CC2)c2cc(Cl)ccc2O1 (configuration not stated)	-5	0	16	1	1	3	-0.6	-5	10	8
O=C(Nc1ccc(N2CCOCC2)c(Cl)c1)c1cccc(-n2cnnc2)c1	8	-5	-1	-2	-2	2	-0.2	-11	-5	8
Cc1ccc(OCCn2c(CCNC(=O)C(C)C)nc3ccccc32)cc1	8	-1	-5	2	1	-2	-0.6	4	11	2
O=C(Nc1ccc(Cn2cccn2)cc1)c1ccc(COc2cccc(Br)c2)cc1	-5	8	20	0	-2	0	-0.8	-6	29*	-3
CC(NC(=O)c1ccc(S(=O)(=O)Nc2ccccc2)cc1)c1ccc(S(N)(=O)=O)cc1 (configuration not stated)	4	-6	4	-2	-1	0	0.1	-3	22	2
CCN(CC)CC(O)COc1ccc2c(c1)c(C(C)=O)c(C)n2-c1ccccc1 (configuration not stated)	6	-3	17	2	-13	-1	0.9	-22	6	1

One compound at a time, from the list above. Values in the order: DDE Tn7 FP inh, ADAM17 inh, ARFGAP1 inhibitor, UHRF1 binding, PLC-gamma1 inh, MBD2 DNA inh, proKLK7 act, PLC-beta3 inh, ASAP1 GAP inh, DDE Tn6 FP inh
c1ccc(-c2nc(-c3cccnc3)n[nH]2)cc1 across the screens: 6, 0, -3, -1, 0, 3, -0.1, 3, 1, 11
Cc1ccc(OCCn2c(CCNC(=O)C(C)C)nc3ccccc32)cc1 across the screens: 8, -1, -5, 2, 1, -2, -0.6, 4, 11, 2
O=C(CN1CCCCC1)N1N=C(c2cccs2)CC1c1cccs1 (configuration not stated) across the screens: -7, -5, 10, 2, -6, 2, 0.0, -8, 10, -2

Source: PubChem (The Scripps Research Institute Molecular Screening Center)

Random draw from the library; about 4.1% have a hit in one of these screens.
